# Source: PubChem BioAssay
# Cav3 T inh – inhibitors of human Cav3.2 T-type calcium channel; Cav3.2-expressing cells, Fluo-4 calcium fluorescence FDSS; hits give low values; B-score at 10 µM; 100,000 compounds, 4% hits;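 active = single-dose well whose peak fluorescence ratio is a statistical outlier from its plate by either plate-standardised score or position-corrected B-score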
# Target sequence (O95180 whole entry, looked up): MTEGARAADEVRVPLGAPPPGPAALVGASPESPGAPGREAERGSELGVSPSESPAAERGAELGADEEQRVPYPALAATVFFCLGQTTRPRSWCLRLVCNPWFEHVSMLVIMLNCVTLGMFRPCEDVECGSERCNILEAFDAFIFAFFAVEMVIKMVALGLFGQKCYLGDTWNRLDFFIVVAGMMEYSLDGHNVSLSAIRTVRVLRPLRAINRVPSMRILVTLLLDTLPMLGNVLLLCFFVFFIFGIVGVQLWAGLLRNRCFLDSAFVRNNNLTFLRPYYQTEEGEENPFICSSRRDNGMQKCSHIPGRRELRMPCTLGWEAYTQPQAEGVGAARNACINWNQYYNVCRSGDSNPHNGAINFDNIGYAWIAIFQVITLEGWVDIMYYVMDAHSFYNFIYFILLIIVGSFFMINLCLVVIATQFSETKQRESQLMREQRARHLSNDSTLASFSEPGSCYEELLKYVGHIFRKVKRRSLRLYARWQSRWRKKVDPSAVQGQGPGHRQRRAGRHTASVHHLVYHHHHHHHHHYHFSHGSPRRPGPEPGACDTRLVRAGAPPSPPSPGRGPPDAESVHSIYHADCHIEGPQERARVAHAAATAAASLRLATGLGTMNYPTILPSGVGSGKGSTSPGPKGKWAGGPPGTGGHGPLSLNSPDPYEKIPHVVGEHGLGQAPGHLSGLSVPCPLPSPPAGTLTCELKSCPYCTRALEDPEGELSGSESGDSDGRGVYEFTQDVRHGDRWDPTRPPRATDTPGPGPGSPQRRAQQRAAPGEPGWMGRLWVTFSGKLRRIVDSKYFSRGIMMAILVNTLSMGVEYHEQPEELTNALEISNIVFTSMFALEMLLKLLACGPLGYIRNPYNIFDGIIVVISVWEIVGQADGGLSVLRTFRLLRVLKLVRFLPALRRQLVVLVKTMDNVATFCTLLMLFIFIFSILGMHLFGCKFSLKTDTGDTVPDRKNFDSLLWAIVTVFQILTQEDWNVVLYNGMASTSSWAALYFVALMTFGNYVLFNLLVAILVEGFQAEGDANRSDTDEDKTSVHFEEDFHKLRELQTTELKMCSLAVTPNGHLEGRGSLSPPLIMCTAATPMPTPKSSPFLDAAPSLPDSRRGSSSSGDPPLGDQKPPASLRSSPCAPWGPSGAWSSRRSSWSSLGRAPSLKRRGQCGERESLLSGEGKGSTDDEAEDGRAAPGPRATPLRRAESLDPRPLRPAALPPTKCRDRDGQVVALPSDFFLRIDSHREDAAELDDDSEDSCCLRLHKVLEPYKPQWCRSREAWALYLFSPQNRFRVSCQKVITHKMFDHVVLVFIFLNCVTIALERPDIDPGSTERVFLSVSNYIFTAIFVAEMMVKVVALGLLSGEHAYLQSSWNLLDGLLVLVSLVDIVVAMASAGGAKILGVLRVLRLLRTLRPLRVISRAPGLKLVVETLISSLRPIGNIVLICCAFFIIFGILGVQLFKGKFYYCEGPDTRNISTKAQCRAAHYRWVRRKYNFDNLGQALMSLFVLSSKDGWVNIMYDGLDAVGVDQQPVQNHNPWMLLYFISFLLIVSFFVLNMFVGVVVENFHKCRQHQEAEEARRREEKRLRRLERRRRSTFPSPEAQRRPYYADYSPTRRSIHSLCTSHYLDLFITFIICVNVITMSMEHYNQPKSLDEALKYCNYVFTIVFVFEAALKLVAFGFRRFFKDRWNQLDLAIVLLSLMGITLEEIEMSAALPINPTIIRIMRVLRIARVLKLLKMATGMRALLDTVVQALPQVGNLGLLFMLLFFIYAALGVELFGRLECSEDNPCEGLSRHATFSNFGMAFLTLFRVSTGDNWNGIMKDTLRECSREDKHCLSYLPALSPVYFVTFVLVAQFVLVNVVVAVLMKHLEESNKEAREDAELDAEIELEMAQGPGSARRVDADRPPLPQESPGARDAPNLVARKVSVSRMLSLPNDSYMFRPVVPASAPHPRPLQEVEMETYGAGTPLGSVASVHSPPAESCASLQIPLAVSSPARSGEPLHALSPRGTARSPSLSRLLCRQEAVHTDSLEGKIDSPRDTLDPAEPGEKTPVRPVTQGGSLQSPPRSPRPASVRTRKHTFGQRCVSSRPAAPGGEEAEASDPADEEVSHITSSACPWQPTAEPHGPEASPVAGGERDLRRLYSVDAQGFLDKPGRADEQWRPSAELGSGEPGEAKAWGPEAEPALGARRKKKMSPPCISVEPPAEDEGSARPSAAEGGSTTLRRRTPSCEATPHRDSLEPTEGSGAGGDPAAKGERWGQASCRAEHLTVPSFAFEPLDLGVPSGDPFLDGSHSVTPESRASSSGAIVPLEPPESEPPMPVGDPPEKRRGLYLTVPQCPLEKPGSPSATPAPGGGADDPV
# * = called active by the depositor.
Cav3 T inh,smiles
-1.9,O=C(CCCn1c(=S)[nH]c2ccc(Br)cc2c1=O)N1CCN(c2ccccn2)CC1
-0.027,CCO[C@@H]1OC(C(=O)N2CCOCC2)=C[C@H](c2coc3ccccc3c2=O)[C@H]1CCCO
-0.18,Cc1ccc2c(c1)c1c(n2C)C(=O)CCC1
-1,COc1cnc(-c2ccccc2)nc1Oc1ccccc1C
-2.8,c1ccc(C(c2ccccc2)c2nc(-c3cccnc3)no2)cc1
-0.61,O=C(Oc1ccc(/C=N/O)cc1)c1ccccc1
-0.085,COCCNC(=S)NC12CC3CC(CC(C3)C1)C2
-0.27,Cc1ccc(S(=O)(=O)C2(C(=O)Nc3ccc4c(c3)OCO4)CC2)cc1
-0.74,CC(C)CN(C(=O)c1nn(C)c(=O)c2ccccc12)c1nc2ccccc2s1
-0.47,C=CCn1c(SCC(=O)Nc2c(C)nn(Cc3ccccc3)c2C)nnc1C(O)c1ccccc1 (stereo unspecified)
-2.2,O=C(Nc1ccccc1-c1nc2ccccc2s1)c1ccco1
0.18,OCCN=Cc1c(O)[nH]c2ccccc12
-1.3,Cc1ccc(/C(O)=C2/C(=O)C(=O)N(Cc3ccco3)C2c2cccs2)cc1 (stereo unspecified)
-1.3,c1ccc(CN2CCN(c3nc4ccccc4n4cnnc34)CC2)cc1
-7.3*,CC(Oc1ccc2ccccc2c1)C(=O)NNC(=S)NC(=O)c1ccco1 (stereo unspecified)
-4.1*,O=C(C1CC1)N1CCc2cc(Br)cc(S(=O)(=O)NCC3COc4ccccc4O3)c21 (stereo unspecified)
0.25,COc1ccc(C)cc1NC(=O)C12CCC(C)(C(=O)O1)C2(C)C (stereo unspecified)
1.1,CCN(CC)S(=O)(=O)c1ccc(C(=O)N2CCN=C2SCc2cccnc2)cc1
0.33,Clc1ccc2c(c1)C=Nc1c(NCc3ccccc3)ncnc1O2
1.3,OCCCCNCc1ccc(OCc2ccc(Cl)cc2)cc1
0.19,COC(=O)C1C(O)CCC2CN3CCc4c([nH]c5ccccc45)C3CC21 (stereo unspecified)
-6.5*,COc1cccc(-c2csc(N3CCN(C(=O)Nc4ccc(F)cc4)CC3)n2)c1
-0.0097,Cc1ccc(S(=O)(=O)NCCCN(C)C)cc1
0.078,O=C(C1=C[C@H](C2CCCCC2)C[C@H](OCc2ccc(CO)cc2)O1)N1CCN(Cc2ccccc2)CC1
-0.79,Cc1nn(C)cc1CNC(=O)Nc1ccc(Cl)cc1
0.33,Clc1ccc2nc(CSc3nncn3-c3ccccc3)cn2c1
0.028,COc1ccccc1Cn1c(CCCO)nc2ccccc21
1.4,CNc1cc(-n2nc(C)cc2-c2ccccc2)ncn1
0.76,CCCCC(=O)C1=C(N2CCCC2)CC(C)(C)CC1=O
0.33,Brc1ccc(-c2cn3cccnc3n2)cc1

# Next part, overlapping the part above by three compounds.
Cav3 T inh,smiles
1.4,CNc1cc(-n2nc(C)cc2-c2ccccc2)ncn1
0.76,CCCCC(=O)C1=C(N2CCCC2)CC(C)(C)CC1=O
0.33,Brc1ccc(-c2cn3cccnc3n2)cc1
0.73,CN1C(=O)c2ccccc2C(C(=O)NCCCN2CCCC2=O)C1c1c[nH]c2ccccc12 (stereo unspecified)
1,COCCN1C(=O)N[C@@H](c2ccco2)C(C(=O)OC)=C1C
-0.47,C=C(c1ccc(O)cc1)c1ccc(O)cc1
0.55,COc1cc(C2C(C#N)=C(N)Oc3n[nH]c(C)c32)ccc1OC(=O)c1ccccc1 (stereo unspecified)
0.057,O=C(CN1C(=O)NC2(CCCCCC2)C1=O)Nc1ccc(S(=O)(=O)N2CCOCC2)cc1
2.2,CN(C)/C=N/c1cc(=O)n(C)c(=O)n1Cc1ccccc1
-0.9,COc1ccc(C(CC(=O)O)NS(=O)(=O)c2ccc(C)cc2)cc1 (stereo unspecified)
-0.011,Cc1ccc(-c2nnc3sc(CCc4ccccc4)nn23)cc1
1.2,CCOCCCNC(=O)C1CCC(CNS(=O)(=O)c2ccc(F)cc2)CC1 (stereo unspecified)
-0.13,Cc1ccc(C(=O)N(Cc2nc(-c3ccc(C)cc3)no2)C(C)C)cc1
0.054,NC(=O)c1ncc(C(F)(F)F)cc1Oc1cccc(F)c1
-0.036,Nc1c2c(nc3ccccc13)N(C1CCCCC1)CC2
-0.13,Cc1nc(SCN2C(=O)c3ccccc3C2=O)n[nH]1
-1.6,O=C(CNC(=O)c1ccco1)OCc1ccc(C(=O)Oc2ccccc2)cc1
0.025,COCCn1cc(C(=O)N2CCC(C)CC2)c2c3ccccc3n(C)c2c1=O
-4.8*,Cc1cccc(NC(=O)C(C)N2C(=O)C3C4CC(C(Br)C4Br)C3C2=O)c1 (stereo unspecified)
-1.2,CCOC(=O)c1[nH]c(C)c(C(=O)Nc2ccc(C)cc2C)c1C
-0.11,CCOc1ccc(C(=O)N2CCCC2)cc1OC
-0.0013,CCC1=C(OC(=O)N(CC)CC)N2C(=O)OC(=NCCc3c[nH]c4ccccc34)[C@]2(Cc2ccccc2)[C@H]2C1=CC[C@H]1C(=O)N(c3ccccc3)C(=O)[C@H]12
-2.7,COc1ccc(NC(=O)c2cc3sccc3n2Cc2ccc(F)cc2)cc1OC
0.22,CC/C=C/C(=O)N1CC2(CC(c3cccc(NC(=O)CC)c3)=NO2)C[C@H]1C(N)=O (stereo partly specified)
0.043,Cc1cc(C)cc(-n2ccnc2SCC(=O)Nc2nccs2)c1
-1,CC1CCc2nc(NC(=O)c3ccco3)sc2C1 (stereo unspecified)
0.79,Cc1noc(C)c1C(=O)OCC(=O)NC1CC1
-0.51,Cc1cc(C(F)F)n2ncc(C(=O)NCCc3ccccc3Cl)c2n1
0.77,Cc1ccc(-c2cc(C(=O)NCCN3CCOCC3)no2)cc1
0.31,CCOc1cc(C2CC(=O)N3CN(C4CCCCC4)CSC3=C2C#N)ccc1O (stereo unspecified)
0.38,CCOC(=O)Cc1csc(NS(=O)(=O)c2ccc3c4c(cccc24)C(=O)N3CC)n1
1.8,O=C1CC(N2CCN(c3ccc(S(=O)(=O)N4CCOCC4)cc3)CC2)C(=O)N1Cc1ccccc1 (stereo unspecified)
1.7,O=c1cc(N2CCc3ccccc3C2)[nH]c(=O)n1-c1ccc(Cl)cc1

# Cav3 T inh, hit marks shown above
Cav3 T inh,smiles
-7.3*,CC(Oc1ccc2ccccc2c1)C(=O)NNC(=S)NC(=O)c1ccco1 (stereo unspecified)
-4.1*,O=C(C1CC1)N1CCc2cc(Br)cc(S(=O)(=O)NCC3COc4ccccc4O3)c21 (stereo unspecified)
-6.5*,COc1cccc(-c2csc(N3CCN(C(=O)Nc4ccc(F)cc4)CC3)n2)c1
-4.8*,Cc1cccc(NC(=O)C(C)N2C(=O)C3C4CC(C(Br)C4Br)C3C2=O)c1 (stereo unspecified)

# A different layout for part of the listing above:
canonical_smiles: COc1ccc(NC(=O)c2cc3sccc3n2Cc2ccc(F)cc2)cc1OC
  Cav3 T inh: -2.7

canonical_smiles: CC/C=C/C(=O)N1CC2(CC(c3cccc(NC(=O)CC)c3)=NO2)C[C@H]1C(N)=O (stereo partly specified)
  Cav3 T inh: 0.22

# Next section:
Cav3 T inh,smiles
0.014,CCc1ccccc1N1CSC2=C(C#N)C(c3cc(OC)c(OC)cc3OC)CC(=O)N2C1 (stereo unspecified)
1.4,CCOC(=O)C1=C2SCC(=O)N2C(N)=C(C#N)C1
0.59,COc1cc(CC(=O)OC2CCOC2=O)cc(OC)c1OC (stereo unspecified)
-0.56,COc1cccc(/C=N/n2c(N)c(S(=O)(=O)c3cccs3)c3nc4ccccc4nc32)c1OC
0.34,COC(=O)C1=C(C)N(CCCCCC(=O)O)C(=O)NC1c1ccccc1 (stereo unspecified)
1,COC(=O)C1=CN(CC2CCCO2)C=C(C(=O)OC)C1c1ccccc1C(F)(F)F (stereo unspecified)
-5.4*,CCOc1ccc(N(C(=O)/C=C/C(=O)Nc2cc(C)on2)C(C(=O)NC2CCCC2)c2ccccc2C)cc1 (stereo unspecified)
-0.26,CCOC(=O)N1CCN(C(=O)C2CCC(CNS(=O)(=O)c3ccc(Cl)cc3)CC2)CC1 (stereo unspecified)
1.6,C/C(=N/NC(=O)c1ccccc1O)c1ccc(N2C(=O)C3CCCCC3C2=O)cc1 (stereo unspecified)
0.69,Cc1nc2sc(C(c3ccco3)N3CCN(c4ccc(F)cc4)CC3)c(O)n2n1 (stereo unspecified)
-0.56,Cc1ccccc1-n1c(C)nnc1SCc1nc2ccccc2s1
0.95,O=C(NC1CCCC1)c1ccccc1-c1nc2ccccc2[nH]1
-0.0038,CN(Cc1ccccc1)c1ccc(S(=O)(=O)N2CCOCC2)cn1
1,CCCN1C(=O)c2cc(C(=O)O)ccc2C1O (stereo unspecified)
-0.45,O=S(=O)(c1ccccc1)c1nc(-c2ccco2)oc1NCc1ccco1
-0.38,CC(CN1CCCCC1)OC(=O)C1c2ccccc2Oc2ccccc21 (stereo unspecified)
-4.3,CC(C)(C)C(=O)/C=c1\[nH]c(=O)/c(=C\c2ccc(C#N)cc2)s1
0.17,CCc1cc2ccc(OC)cc2nc1SCC(=O)Nc1cc(C)on1
-0.34,O=C(Cc1cccs1)Nc1nc2c(ccc3ccccc32)s1
-0.034,Cc1ccc2c3c(c(SCC(=O)Nc4nonc4C)nc2c1)CCCC3
-0.068,c1ccc(-c2noc(-c3ccc4ccccc4c3)n2)nc1
-0.086,COCCn1c(C)cc2c(c1=O)C(c1ccccc1F)C(C#N)=C(N)O2 (stereo unspecified)
0.88,CC(=O)Nc1cccc(OCC(O)Cn2c(C)nc3ccccc32)c1 (stereo unspecified)
-0.034,COC(=O)c1ccc(NC(=O)Cn2nnc3ccccc32)cc1
0.35,O=C(CCn1nnc2ccccc21)N1CCN(c2ccccc2)CC1
0.13,CCCCOC(=O)C(C#N)c1nc2ccccc2nc1N1CCN(Cc2ccc3c(c2)OCO3)CC1 (stereo unspecified)
0.15,C=CCN1C(=O)CN=C1Nc1cc(C)cc(C)c1
0.39,COc1cccc(-c2csc3nnc(SCC(=O)c4ccc(NC(C)=O)cc4)n23)c1
-0.31,O=C(COC(=O)c1ccco1)NCC1CCCO1 (stereo unspecified)
-0.034,COc1ccc(OCC(=O)N2CCN(C(=O)COc3ccc(Br)cc3)CC2)cc1
-3.8,c1csc(Cn2c(-c3cccs3)nc3ccccc32)c1
-0.45,Cc1onc(-c2ccccc2)c1C(=O)NC(C)C1CCCO1 (stereo unspecified)
-0.21,Cn1c2c(c(=O)n(C)c1=O)C(c1ccccc1Cl)CC(=O)N2 (stereo unspecified)
-0.029,Cn1c(=O)cc(SCC(=O)Nc2ccccn2)c2ccccc21
-1.4,C=CCc1cc(OC)ccc1OCC(O)CN1CCN(c2ccc(OC)cc2)CC1 (stereo unspecified)
-1.9,COc1ccc(C2/C=C\CN(S(=O)(=O)c3cccs3)CC(=O)N2Cc2ccc(F)cc2)cc1 (stereo unspecified)
-0.0093,c1ccc(-c2nc3cc4ccccc4cc3[nH]2)nc1
-0.26,CCN(CC)C(=O)CSc1nc(O)c(Cc2ccccc2)c(=O)n1-c1ccccc1
-0.2,CN(C)C(=O)CN(c1ccc2c(c1)OCO2)S(C)(=O)=O
0.97,CCCCNC(c1ccccc1)c1ccncc1 (stereo unspecified)
-1.2,C=CCC(CC=C)(NC(=O)c1ccccc1)c1ccccc1
0.046,CCOC(=O)Cc1nnc(NC(=O)CSc2ccc(Cl)cc2)s1
-4.4*,CCc1nnc(NC(=O)c2ccc(S(=O)(=O)N(CC)Cc3ccccc3)cc2)o1
-6.3*,Cc1ccc(S(=O)(=O)c2c(C)cc(C)nc2Oc2cccc(C(F)(F)F)c2)cc1
-1,Cc1cc(C)cc(OCC(=O)Nc2cccc(-c3nc4ncccc4o3)c2)c1
-1.1,CC(C)(C)c1[nH]nc2c1C(C1C=CCCC1)C(C#N)=C(N)O2 (stereo unspecified)
0.58,Cc1ccccc1OCC(=O)NN1Cc2ccccc2C1=N
0.75,CC(=O)N1CCN(c2ccc(NC(=O)C(C)Oc3ccc(Cl)cc3Cl)cc2)CC1 (stereo unspecified)
-0.36,C(=C/c1ccnc2nc(SC/C=C/c3ccccc3)nn12)/c1ccccc1
-2.7,O=C(Cc1ccccc1)NCc1ccc2c(c1)OCO2
-0.48,CC1Cc2nc(SCC(N)=O)n(C)c(=O)c2S1 (stereo unspecified)
1.8,CC1CCN(c2[nH]c(=S)c(C#N)c3c2CCCC3)CC1
-5.4*,CCOC(=O)Cc1csc(NC(=O)c2cccs2)n1
0.27,Cc1cc(C(=O)N/N=C/c2cccnc2)c(C)o1
-0.38,COc1cc(/C=C/c2ccc3cccc(OC)c3n2)c(OC(C)=O)c([N+](=O)[O-])c1
0.1,CCn1cc(C(=O)NCCCOC)c(=O)c2cc(S(=O)(=O)N(C)C)ccc21
-0.08,Cc1c(CNC(=O)c2cnn3c2NC(c2ccccc2)CC3C(F)(F)F)cnn1C (stereo unspecified)
-4*,Cc1ccc(C(=O)NCCn2cc(SCC(=O)Nc3cc(C)on3)c3ccccc32)cc1
1.5,O=C(Nc1ccon1)c1ccc(Br)o1
-0.67,CCCCc1ccc(-c2csc(/C(C#N)=C\c3ccc(C)o3)n2)cc1

# (more compounds)
Cav3 T inh,smiles
0.19,O=C(NCc1cccnc1)C1CCCN(S(=O)(=O)c2ccc(Cl)cc2)C1 (stereo unspecified)
0.51,N#CCc1ccc(C(=O)c2ccccc2F)s1
-0.65,Cc1ccc(-n2ncc3c(=O)n(CC(=O)NC4CCCC4)cnc32)cc1C
0.95,CC(C)CNC(=O)c1ccccc1NC(=O)CN(c1ccc2c(c1)OCCO2)S(C)(=O)=O
0.6,Cc1ccc(C)c(OCC(=O)N2CCOCC2)c1
0.42,CN1c2ccccc2Oc2c(c(=O)n(C)c(=O)n2C)C1c1cccc([N+](=O)[O-])c1 (stereo unspecified)

# A different layout for some results above:
SMILES	Cav3 T inh
Cc1ccc(-n2ncc3c(=O)n(CC(=O)NC4CCCC4)cnc32)cc1C	-0.65
N#CCc1ccc(C(=O)c2ccccc2F)s1	0.51
CN1c2ccccc2Oc2c(c(=O)n(C)c(=O)n2C)C1c1cccc([N+](=O)[O-])c1 (stereo unspecified)	0.42
CC(C)CNC(=O)c1ccccc1NC(=O)CN(c1ccc2c(c1)OCCO2)S(C)(=O)=O	0.95
Cc1ccc(C)c(OCC(=O)N2CCOCC2)c1	0.6

# This is a subset (hit frequency here may not be typical).
